# RNase H inhibition – RNase H inhibition, HIV 1 Gag Pol polyprotein, FRET biochemical assay, screening (AID 372); inhibition, % at 10 µM, or IC50 in µM where a hit was titrated; HIV-1 RT RNase H, FRET RNA/DNA substrate fluorescence; higher % means a stronger effect; 100,000 tested, 0.77% active; in the data active means inhibition above about 50%
# * hit, by the source's call.
# Start of the data: the first 3 records as a preview:
SMILES | RNase H inhibition
O=C(NC(Nc1ccc([N+](=O)[O-])cc1)C(=O)c1ccccc1)c1ccco1 (stereo unspecified) | 10%
Cc1ccc(COc2ccccc2C=C2C(=O)NC(=S)NC2=O)cc1 | 15%
O=C(O)c1c[nH]c2c(C(=O)O)cccc2c1=O | 0%

# All compounds of this part, repeating the preview:
SMILES | RNase H inhibition
O=C(NC(Nc1ccc([N+](=O)[O-])cc1)C(=O)c1ccccc1)c1ccco1 (stereo unspecified) | 10%
Cc1ccc(COc2ccccc2C=C2C(=O)NC(=S)NC2=O)cc1 | 15%
O=C(O)c1c[nH]c2c(C(=O)O)cccc2c1=O | 0%
CCOc1ccccc1OCCOc1ccc(C=O)cc1OC | 4%
Cc1ccc(C(=O)Nc2ccc(NC(=O)c3ccco3)cc2)cc1C | 1%
O=C(CSc1nc2sc3c(c2c(=O)[nH]1)CCCC3)NCc1cccnc1 | 15%
COc1cc([N+](=O)[O-])c(OC)cc1N1C(=O)CCC1=O | 5%
CCOc1ccc(C(=O)Nc2ccc(O)c(-c3nc4ccccc4s3)c2)cc1Cl | 5%
Cc1cc(OCC(=O)Nc2ccc3c(c2)OCCO3)cc(C)c1Cl | 0%
Cc1ccc(S(=O)(=O)C2=C(O)C(=O)N(c3ccccc3)C2c2ccccc2)cc1 (stereo unspecified) | 0%
COc1ccc2ccccc2c1/C=C1/C(=O)NC(=S)N(c2ccc(Br)cc2)C1=O | 28%
CC1(C)CC(=O)C2=C(C1)OC(N)=C(C#N)C2c1coc2ccccc2c1=O (stereo unspecified) | 4%
Cc1ccc(C(=O)N/N=C/c2c(O)ccc3ccccc23)cc1 | 9%
Cc1nn(C(=O)c2cccc([N+](=O)[O-])c2)c(C)c1Sc1ccccc1 | 24%
Nn1cnn2c(SCC(=O)Nc3nc4ccccc4s3)nnc12 | 0%
CCOC(=O)c1[nH]cnc1C(=O)NCc1ccccc1 | 5%
CCOc1cc(/C=N/Nc2nc(N3CCCCC3)nc(N3CCCCC3)n2)ccc1OC | 14%
O=C(O)/C=C/c1cccc(N2C(=O)C=CC2=O)c1 | 0%
Cc1ccc(S(=O)(=O)C/N=C(/NC(=S)N(c2ccccc2)c2ccccc2)c2ccccc2)cc1 | 18%
CCOc1ccccc1OCCN1CCCC1 | 0%
Cc1ccc(C)c(N2C(=O)C3C4C=CC(C4=C4CCCCC4)C3C2=O)c1 (stereo unspecified) | 6%
CCOC(=O)c1ccccc1NC(=O)C(C)Oc1ccc(Cl)cc1C (stereo unspecified) | 23%
O=C(Nc1ccc(Cl)c(Cl)c1)N1CCc2ccccc21 | 9%
O=C(O)c1ccc2c(c1)C(=O)N(c1ccc(C3(c4ccc(N5C(=O)c6ccc(C(=O)O)cc6C5=O)cc4)c4ccccc4-c4ccccc43)cc1)C2=O | 23%
CC(C)(C)C1(C)OC(=O)C(=Cc2ccc(C(=O)O)cc2)C(=O)O1 (stereo unspecified) | 7%
O=C(O)COc1ccc2c(=O)c(Oc3ccccc3Br)coc2c1 | 7%
COc1ccc(C(=O)Oc2ccc(Cl)cc2)cc1OC | 0%
O=C(/C=C/c1ccc(F)cc1)NCCSCc1cccc(Cl)c1 | 17%
CCCCOC(=O)n1c(SCC(N)=O)nc2ccccc21 | 1%
COc1ccc(OCCOc2ccc(C(C)C)cc2)cc1 | 15%

# Reformatted: entries from further up
O=C(/C=C/c1ccc(F)cc1)NCCSCc1cccc(Cl)c1
  RNase H inhibition: 17%
CCCCOC(=O)n1c(SCC(N)=O)nc2ccccc21
  RNase H inhibition: 1%

# (further entries)
SMILES | RNase H inhibition
CC(C)=NNC(=O)CNc1ccc(Cl)cc1Br | 0%
CS(=O)(=O)N1CCN(Cc2ccc(Cl)cc2)CC1 | 6%
O=[N+]([O-])c1ccc(N/N=C/c2ccc(Br)cc2)cc1 | 26%
O=C1C2CCCCC2C(=O)N1CN1CCOCC1 (stereo unspecified) | 2%
COc1ccccc1NCN1C(=O)S/C(=C/c2ccccc2Cl)C1=O | 12%
Fc1ccccc1C1CC(c2ccc(Br)cc2)=NN1c1cccc(Br)c1 (stereo unspecified) | 13%
O=C(Nc1ccccc1)c1ccc(Cl)c(NC(=O)c2cccs2)c1 | 9%
CCC(=O)Nc1ccc(NC(=O)c2cccc3c(Br)cccc23)cc1 | 15%
O=S(=O)(c1ccccc1)N1CCN(Cc2ccccc2Br)CC1 | 7%
CCCCc1ccc(-n2c(C)cc(/C=C3/SC(=O)NC3=O)c2C)cc1 | 1%
COc1cccc2cc(C(=O)Nc3cccc(C(=O)O)c3)c(=O)oc12 | 0%
COc1cccc(/C=C/C(=O)c2cccc([N+](=O)[O-])c2)c1OC | 15%
CCOc1ccccc1N1CCN(Cc2ccc(OC)c3ccccc23)CC1 | 8%
CCOc1ccc(C(=O)NC(=S)Nc2cccc(C(C)=O)c2)cc1Cl | 17%
COC(=O)c1cccc(N2C(=O)c3ccc(C(=O)O)cc3C2=O)c1 | 1%
O=C(N/N=C/c1ccccc1O)C(=O)N1CCCCCC1 | 5%
CC(=O)CCc1oc2ccc(Br)cc2c1-c1ccc(C)o1 | 9%
COc1cc(NC(=O)COc2cc(C)c(Cl)c(C)c2)c(OC)cc1Cl | 20%
Cc1c(Cl)cccc1NC(=O)CCC(=O)N/N=C/c1ccc[nH]1 | 11%
Cc1ccc2nc(-c3ccc(NC(=S)NC(=O)c4ccccc4)cc3)oc2c1 | 58%*
COc1ccc(C(CC(=O)c2ccc(C)cc2)Nc2ccc(Cl)cc2)cc1OC (stereo unspecified) | 16%
COCCCN1C(=O)/C(=C\c2ccc(SC)cc2)C(C(=O)OC)=C1C | 2%
O=C(NN1C(=O)C=CC1=O)c1cccc(Br)c1 | 10%
Cc1cccc(C)c1NC(=O)/C=C/c1cccc([N+](=O)[O-])c1 | 14%
O=C(CN1CC[n+]2c(-c3cccs3)csc21)c1ccccc1 | 4%
COc1ccccc1C(=O)N/C(=C/c1ccccc1)C(=O)NCc1ccco1 | 16%
CCOc1cccc(NC(=O)/C(C#N)=C\c2ccc(N(C)C)o2)c1 | 8%
O=C1C2CCCCC2C(=O)N1c1ccc(Sc2ccc([N+](=O)[O-])cc2)cc1 (stereo unspecified) | 0%
CCSCCOC(=O)C1=C(C)NC(=O)NC1c1ccc(C)cc1 (stereo unspecified) | 12%
O=C(O)CCC(=O)Nc1cccc(Oc2ccc3c(c2)C(=O)N(c2cccc(NC(=O)CCC(=O)O)c2)C3=O)c1 | 7%
O=C(Nc1ccc(Cc2ccncc2)cc1)c1cccs1 | 6%
CCCCCC(=O)NN=C1CCC(c2ccccc2)CC1 (stereo unspecified) | 20%
COc1ccc(-c2cc(=O)oc3cc(OCc4cc5c(cc4Cl)OCO5)ccc23)cc1 | 7%
CCC(C)c1ccc(OCCOc2ccc(/C=C3\SC(=S)NC3=O)cc2)cc1 (stereo unspecified) | 43%
COc1cc(C(=O)Nc2ccc([N+](=O)[O-])cc2)ccc1OCc1ccc(Cl)cc1 | 10%
O=C(N/C(=C/c1cccc([N+](=O)[O-])c1)C(=O)N1CCCC1)c1ccccc1 | 11%
Cc1cc(OCCN2CCCCC2)cc(C)c1Cl | 0%
O=C1c2ccccc2C(=O)c2c1ccc1nonc21 | 26%
Cc1ccnc(N/C=C/C(=O)c2ccc(Br)cc2)c1 | 14%
Cc1ccc2nc(/C(C#N)=C/c3cc4c(cc3[N+](=O)[O-])OCO4)[nH]c2c1 | 9%
O=C(N/C(=C/c1ccc(Br)cc1)C(=O)N1CCCC1)c1ccccc1F | 2%
COc1ccc(-c2noc(-c3ccc(Cl)cc3Cl)n2)cc1 | 0%
Clc1ccccc1C=NN1CCN(Cc2ccccc2Cl)CC1 | 12%
COc1ccccc1Nc1nc(NC2CCCCC2)nc(C)c1[N+](=O)[O-] | 0%
COc1cc2ccccc2cc1C(=O)Nc1ccc(Cl)cc1[N+](=O)[O-] | 46%
Cc1ccccc1CNS(=O)(=O)c1cccs1 | 0%
CCOc1ccccc1NC(=O)COc1cccc(Cl)c1 | 9%
CSc1ccc(-c2ncnn2-c2ccccc2Cl)cc1 | 15%
COc1ccc(Br)cc1CN1CCN(C(=O)c2ccc(F)cc2)CC1 | 22%
COc1ccc(-c2nc(=S)c3c(n2CCCO)CCCC3)cc1 | 9%
COc1cc(S(=O)(=O)N2CCN(c3ccc(F)cc3)CC2)c(C)cc1C | 11%
O=C(O)c1ccccc1C(=O)c1ccc(NC2CCCCC2)c([N+](=O)[O-])c1 | 3%
O=C(COc1ccc2ccccc2c1)NCc1ccc(F)cc1 | 8%
NS(=O)(=O)c1cccc(NC(=O)c2cccc([N+](=O)[O-])c2)c1 | 0%
O=[N+]([O-])c1ccccc1S(=O)(=O)Nc1ccc(F)cc1 | 1%
C=CCN1C(=O)/C(=c2\sc3n(c2=O)C(c2ccccc2)C(C(=O)OC)=C(C)N=3)c2ccccc21 (stereo unspecified) | 4%
COc1cc(/C=C2\C(=O)NC(=O)N(c3ccc(Cl)cc3)C2=O)ccc1OCC(=O)O | 7%
COc1cc(/C=C2/C(=O)NN(c3ccc(C)c(C)c3)C2=O)ccc1O | 25%
CN(Cc1ccccc1)C1CC(=O)N(CCc2ccccc2)C1=O (stereo unspecified) | 0%
COC(=O)c1ccccc1NC(=O)CN(c1cccc(C(F)(F)F)c1)S(C)(=O)=O | 22%

# Next part:
SMILES | RNase H inhibition
O=C(Nc1cc(Cl)cc(Cl)c1)c1ccc(-c2ccccc2[N+](=O)[O-])o1 | 59%*
O=C(c1ccc([N+](=O)[O-])cc1)N1CCN(CC2CC=CCC2)CC1 (stereo unspecified) | 3%
COc1ccc(-c2ccccc2)cc1NCc1c2ccccc2cc2ccccc12 | 2%
CCOc1ccc(C(=O)NNC(=O)c2cccc(C)c2)cc1 | 4%
O=C(NCc1ccncc1)C(=O)Nc1nc(C23CC4CC(CC(C4)C2)C3)cs1 | 13%
O=C(Nc1ccccc1)Nc1nnc(Cc2ccc(F)cc2)s1 | 6%
O=[N+]([O-])c1ccc(C[n+]2cc(-c3ccc(Cl)c(Cl)c3)n3c2CCC3)cc1 | 11%
COc1cc(NC(=O)c2cc([N+](=O)[O-])ccc2Cl)cc(OC)c1 | 6%
O=C(Nc1ccc(-c2nc3ccccc3o2)c(O)c1)c1ccc(-c2ccccc2)cc1 | 2%
O=C1C(=Cc2ccc(OCc3ccc(F)cc3)c(Br)c2)C(=O)c2ccccc21 | 15%
O=[N+]([O-])c1ccc(C2=NNC(c3ccc(F)cc3)C2)cc1 (stereo unspecified) | 14%
CCCC1=C(C(=O)OCC)C(c2ccc(OC)c(OC)c2)C(C#N)=C(N)O1 (stereo unspecified) | 22%
CC1CCC(C(C)C)C(OC(=O)C[n+]2cccc(C(N)=O)c2)C1 (stereo unspecified) | 9%
O=C(/C=C/c1ccc(F)cc1)Nc1ccc(F)cc1 | 7%
O=C1C(=C(c2ccccc2)c2ccccc2)C(=O)c2ccccc21 | 5%
CCOC(=O)c1ccc(NC(=O)CCc2ccccc2)cc1 | 1%
O=C1c2ccccc2C(=O)N1CCc1nc2ccccc2c(=O)n1Cc1ccccc1 | 5%
Cc1ccc(Cl)cc1NC(=O)C(C(C)C)N1C(=O)c2ccccc2C1=O (stereo unspecified) | 0%
CCOC(=O)CCNC(=O)/C=C/c1ccco1 | 9%
O=[N+]([O-])c1c(NCc2ccccc2)cc(N2CCCCCC2)c2nonc12 | 4%
CC(C)(C)C(=O)CN1C2=NCCN2c2ccccc21 | 16%
O=C(NNC(=O)c1cc([N+](=O)[O-])ccc1Cl)c1cccc(Br)c1 | 0%
CC(C)c1ccc(/C=C/C(=O)Nc2ccc(S(N)(=O)=O)cc2)cc1 | 4%
Cc1ccc(Cl)cc1NC(=O)CSc1nnnn1-c1ccccc1 | 12%
Cc1nc2ccccc2n1CCC(C)C | 16%
O=C(/C=C/c1ccccc1[N+](=O)[O-])c1ccc(F)cc1 | 15%
Fc1ccc(NC(=S)N2CCN(c3cccc(C(F)(F)F)c3)CC2)cc1 | 4%
CCCCOc1ccc(C(=O)O/N=C2/C(=O)N(C)c3ccccc32)cc1 | 16%
CC1(C)Cc2c(sc(/N=C/N3CCCCCC3)c2C#N)C(C)(C)N1 | 14%
O=S(=O)(/N=C(/Nc1cccc(O)c1)c1ccccc1)c1ccccc1 | 4%
COc1ccc(C(=O)Nc2ccc3c(c2)Cc2ccccc2-3)cc1Br | 10%
Cc1cccc(NC(=O)/C(=C/c2ccc(C)o2)NC(=O)c2ccccc2)c1 | 2%
CCOC(=O)C(NS(=O)(=O)c1ccc2c(c1)Cc1ccccc1-2)C(O)c1ccccc1 (stereo unspecified) | 22%
O=C1c2cccc3cccc(c23)C(=O)N1CC(=O)N1CCc2ccccc21 | 17%
Cc1cccc(C(=O)NCCc2nc3ccccc3[nH]2)c1 | 13%
CCOc1ccccc1NC(=O)c1c(NC(=O)c2cccc(F)c2)sc2c1CCCCC2 | 29%
Cc1ccccc1C(=O)N=Nc1c(O)n(CN(C)C)c2ccccc12 | 0%
CCN(CC)Cc1c(O)ccc2occ(C(=O)c3ccccc3)c12 | 6%
COc1ccccc1NC(=O)C1=C(C)NC(=S)NC1c1ccccc1Cl (stereo unspecified) | 6%
N#CC1=C(N)OC2=C(C(=O)CCC2)C1c1ccoc1 (stereo unspecified) | 4%
O=C1NC(=S)NC(=O)C1=Cc1cccn1-c1ccc(Cl)cc1 | 11%
CCCCOc1ccc(NC(=O)CCSc2nccn2C)cc1 | 6%
Cc1ccc(/C(O)=C2/C(=O)C(=O)N(CCCn3ccnc3)C2c2ccc([N+](=O)[O-])cc2)cc1 (stereo unspecified) | 0%

# In another format: 3 of the compounds above.
molecule: Cc1ccc(/C(O)=C2/C(=O)C(=O)N(CCCn3ccnc3)C2c2ccc([N+](=O)[O-])cc2)cc1 (stereo unspecified)
  RNase H inhibition = 0%

molecule: Cc1cccc(NC(=O)/C(=C/c2ccc(C)o2)NC(=O)c2ccccc2)c1
  RNase H inhibition = 2%

molecule: COc1ccc(C(=O)Nc2ccc3c(c2)Cc2ccccc2-3)cc1Br
  RNase H inhibition = 10%

# These rows are one share of the data. The share of hits here may be higher or lower than overall.
